# TbHK1 inh = blocks Trypanosoma brucei hexokinase 1 activity; recombinant TbHK1, G6PDH-coupled NADH A340; inhibition, % at 10 µM; 220,000 tested, 0.11% active; AID 1430;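 active = inhibition of 50% or more in the single-dose primary screen; inactive = inhibition below 50%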
# EBV gp42 inh = EBV gp42 inhibition. Q1HVG2. Fluorescence polarization binding assay, mP read-out. inhibition, % (tested at 21.74 µM). 220,000 tested, 0.42% active; in the data active = inhibition above about 50%
# Target sequence (Q1HVG2 whole entry, looked up): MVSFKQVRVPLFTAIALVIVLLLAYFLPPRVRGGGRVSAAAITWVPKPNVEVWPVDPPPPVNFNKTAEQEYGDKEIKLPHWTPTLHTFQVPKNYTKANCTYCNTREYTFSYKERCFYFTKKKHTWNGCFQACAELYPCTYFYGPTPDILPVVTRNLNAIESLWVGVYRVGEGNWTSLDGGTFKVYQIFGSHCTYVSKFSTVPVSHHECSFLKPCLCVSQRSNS
# Furin inhibitor = human furin inhibition | purified furin, fluorogenic substrate cleavage | inhibition, % at 30 µM | 220,000 tested, 0.061% active | P09958; in the data active = inhibition above about 25%; note: inactives centre near -15
# Target sequence (P09958 108-714 limits assumed): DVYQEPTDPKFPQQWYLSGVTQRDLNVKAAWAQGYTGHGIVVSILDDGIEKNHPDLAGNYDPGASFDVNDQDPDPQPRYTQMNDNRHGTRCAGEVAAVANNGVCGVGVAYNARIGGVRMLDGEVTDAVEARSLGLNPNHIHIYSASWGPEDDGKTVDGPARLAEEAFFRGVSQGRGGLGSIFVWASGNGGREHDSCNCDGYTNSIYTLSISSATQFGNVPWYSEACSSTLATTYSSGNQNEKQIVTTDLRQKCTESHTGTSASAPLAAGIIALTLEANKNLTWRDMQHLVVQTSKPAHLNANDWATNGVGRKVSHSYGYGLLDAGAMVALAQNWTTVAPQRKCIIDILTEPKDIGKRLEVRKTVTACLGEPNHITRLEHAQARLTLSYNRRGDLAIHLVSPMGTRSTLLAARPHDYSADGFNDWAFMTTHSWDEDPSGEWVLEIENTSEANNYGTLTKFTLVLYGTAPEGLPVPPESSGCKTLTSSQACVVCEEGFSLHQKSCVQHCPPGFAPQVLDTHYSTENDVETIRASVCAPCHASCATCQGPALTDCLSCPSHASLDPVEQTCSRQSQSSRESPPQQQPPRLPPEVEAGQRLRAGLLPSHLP
# RBBP9 inh = human RBBP9 hydrolase inhibition; 220,000 tested, 0.2% active; O75884; recombinant RBBP9, FP-Rh probe fluorescence polarization; inhibition, % at 7.94 µM; AID 1515;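 active = inhibition above the campaign mean of all tested compounds plus 3 SD, cut at about 14% in these data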;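 note: plate controls were DMSO wells with RBBP9 for no effect and wells lacking RBBP9 protein for full effect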
# Target sequence (O75884 whole entry, looked up): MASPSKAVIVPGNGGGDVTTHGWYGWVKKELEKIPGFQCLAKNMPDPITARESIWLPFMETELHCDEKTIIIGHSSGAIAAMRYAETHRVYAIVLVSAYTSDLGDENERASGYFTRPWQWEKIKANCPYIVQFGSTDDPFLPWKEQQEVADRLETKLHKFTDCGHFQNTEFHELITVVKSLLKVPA
#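 System: RBBP9 protein / Buffer or medium: Tris/NaCl buffer pH 8.0 with 0.1% Pluronic / Probe or stimulus: Serine-hydrolase probe FP-Rh, 375 nM pre-mixing / Dosing: 7.94 µM single dose, 0.794% DMSO / Times: enzyme-compound preincubation 30 min, then probe labeling 45 min, 25 °C / Technique: fluorescence polarization (mP), excitation 525 nm, emission 598 nm / Replication: singlicate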
# Runt-CBFb FRET = blocks binding of human RUNX1 Runt domain to CBFb | Q01196+Q13951 | Cerulean-Runt/Venus-CBFb FRET ratio 530/480, 1 h | inhibition, % at 20 µM | 220,000 tested, 0.46% active | AID 1496;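 active = inhibition over about 50% at 20 µM in the single-dose screen, limit read from the data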;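 note: 0% = DMSO wells and 100% = excess unlabeled CBFb competitor control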
#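 Reagent – Venus-CBFb binding partner, 100 nM · Assay system – Cerulean-tagged RUNX1 Runt domain (FRET donor) fusion protein · Input – 100 nM per protein · Incubation – two 1 h room-temperature incubations shielded from light · Measured by – FRET fluorescence · Medium – Tris buffer pH 7.5 with salts and BSA · Benchmarks – unlabeled CBFb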
# Calpain2 inh = inhibitors of pig calpain II. 220,000 tested, 0.37% active. inhibition, % at 16 µM. purified calpain II, fluorogenic peptide substrate, 30 min;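 active = inhibition above about 50%, limit read from the data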
# p47phox inh = p47phox (human) inhibition | P14598 | p47phox/p22phox peptide binding, fluorescence polarization, 2 h | inhibition, % at 24.7 µM | 220,000 tested, 0.53% active;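 active = inhibition above about 30%, limit read from the data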;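 note: 0% = p47phox with labelled peptide and 100% = labelled peptide alone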
# p97 ATPase inh = human p97 ATPase inhibition | P55072 | recombinant p97 ATPase, Kinase-Glo ATP luminescence, 3 h | inhibition, % at 8 µM | 220,000 tested, 0.42% active | AID 1481; in the data active = inhibition above about 15%;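 note: 0% = DMSO vehicle and 100% = wells lacking enzyme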
# Runt-SMMHC FRET = Runt domain-CBFb-SMMHC interaction inhibition; 220,000 tested, 0.74% active; Q01196+Q13951; inhibition, % at 20 µM; Cerulean-Runt/Venus-CBFb-SMMHC FRET ratio 530/480, 1 h;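 active = mean inhibition across duplicate retests at 20 µM reaching about 50%, limit read from the data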;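 note: 0% = DMSO wells and 100% = wells with excess untagged CBFb-SMMHC; inhibitors lower the FRET ratio by blocking Runt binding to CBFb-SMMHC; some results filed as inactive read as strong as hits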
# * hit, by the source's call; & = joins results of further samples; [ ] = dose if it differs, or a comment.
SMILES,TbHK1 inh,EBV gp42 inh,Furin inhibitor,RBBP9 inh,Runt-CBFb FRET,Calpain2 inh,p47phox inh,p97 ATPase inh,Runt-SMMHC FRET
Cc1cc(=O)oc(C)c1C(=O)OCC(=O)c1ccc(Cl)c(Cl)c1,-1,-8,-9[20 µM],2,-2,8,-6,2,0
COC(=O)c1cc(O)c(O)c(O)c1,0,-12,-22,1,40,-4,2,7,21
CCOC(=O)C1CCN(S(=O)(=O)c2cccc3nonc23)CC1,-11,-13,-27,-5,3,3,-12,2,1
CCn1c(SC(C)C(=O)O)nnc1-c1cccnc1 (centres undefined),-8,-15,-12[20 µM],-2,7,-21,-8,-5,1
CCOC(=O)N1CCN(c2ccc(C(=O)c3cccc(F)c3)cc2)CC1,-27,2,-3[20 µM],2,1,58*,-19,-5,0
COc1ccc(C)cc1S(=O)(=O)Nc1cccc(C)c1,1,-32,-18,5,1,17,-6,4,-1
CC(Nc1ccc2c(c1)OCCO2)C(=O)N1CCc2ccccc21 (centres undefined),0,-12,-7,-3,1,0,-1,6,3
CCOCCCNC(=O)C(NC(=O)CC1NC(=O)NC1=O)c1ccc(Cl)cc1 (centres undefined),0,-33,-16,-1,-1,-3,-16,1,2
CC12CC3CC(C)(C1)CC(C(=O)NC(=S)N1CCOCC1)(C3)C2,-2,-8,-21,-4,-1,6,-8,-1,-2
CCCOC(=O)c1ccc(OCC(O)CN2CCN(C(=O)c3ccccc3)CC2)cc1 (centres undefined),-5,0,-23,-5,-6,-17,-3,-1,-7
CCN(CC)S(=O)(=O)c1ccc(N2CCOCC2)c(NS(=O)(=O)c2ccc(OC)cc2)c1,-9,-11,-29,4,2,-23,-7,-4,-1
Nc1cc(C(F)(F)F)ccc1C(=O)O,-6,-8,-96,-10,1,-125,-14,-3,1
CCOC(=O)/C(C#N)=C/c1cc(C)n(-c2ccc(Br)cc2)c1C,-11,0,-16[20 µM],-3,-2,-7,-64,3,-8
COc1ccccc1/C=C/C1(C(=O)NC2CCCC2)CC(=O)N1c1ccc(C)cc1 (centres undefined),4,-3,5[20 µM],-6,-3,9,0,-9,1
COCCCNc1nc(N)c([N+](=O)[O-])c(Nc2cc(OC)ccc2OC)n1,-7,-17,-21,-4,-3,-16,0,2,2
COc1ccc(CC(=O)NCc2nnc(SCC(=O)Nc3ccc(OC)cc3)n2C)cc1,-2,-13,-35,4,0,20,-9,3,0
CCN(CC)c1ccc(C(=O)NC(=S)Nc2cc(S(=O)(=O)N3CCOCC3)ccc2-n2cncn2)cc1,-19,-4,11,-14,-5,58*,-1,-6,4
O=C(O)c1cc(-n2cccc2)ccc1N1CCOCC1,-5,-13,-11,-1,1,17,-14,11,-6
CC(C)(C)NS(=O)(=O)c1cnc(Cl)c(Cl)c1,1,-14,-23[20 µM],-6,0,6,-8,4,3
Cc1cc(O)cc(O)c1C(=O)Cc1cscn1,-27,-12,-22,-4,-2,16,-14,5,-3

# 3 entries out of the list, ordered by formula weight, smallest number first.
SMILES,TbHK1 inh,EBV gp42 inh,Furin inhibitor,RBBP9 inh,Runt-CBFb FRET,Calpain2 inh,p47phox inh,p97 ATPase inh,Runt-SMMHC FRET
O=C(O)c1cc(-n2cccc2)ccc1N1CCOCC1,-5,-13,-11,-1,1,17,-14,11,-6
COc1ccc(CC(=O)NCc2nnc(SCC(=O)Nc3ccc(OC)cc3)n2C)cc1,-2,-13,-35,4,0,20,-9,3,0
CCN(CC)S(=O)(=O)c1ccc(N2CCOCC2)c(NS(=O)(=O)c2ccc(OC)cc2)c1,-9,-11,-29,4,2,-23,-7,-4,-1

# Next results:
SMILES,TbHK1 inh,EBV gp42 inh,Furin inhibitor,RBBP9 inh,Runt-CBFb FRET,Calpain2 inh,p47phox inh,p97 ATPase inh,Runt-SMMHC FRET
Nc1nonc1C(=O)OCC(=O)N1CCCCC1,-2,-1,-12,-3,-2,-21,12,4,0
Cc1ccc(CNC(=O)C2CCN(S(=O)(=O)c3cccs3)CC2)o1,-3,-11,-20[20 µM],-6,-1,-57,-7,-2,-13
O=C(Nc1ccc(N2C(=O)c3cccc4cccc(c34)C2=O)cc1)c1ccc(N2CCCCC2)c([N+](=O)[O-])c1,-9,-7,-13,1,0,16,2,1,2
NC(=O)C1CCN(C(=S)NCc2ccc3c(c2)OCO3)CC1,-5,-12,-15,-3,0,-1,0,0,-1
NS(=O)(=O)c1ccc(CCNC(=O)CSc2nc3ccccc3c(=O)n2CCC(=O)N2CCCCC2)cc1,-5,-5,-31,-1,2,-12,-16,12,2
O=C(NCCCN1CCCC1=O)c1cncc(Br)c1,-8,2,-29[20 µM],-13,1,-21,1,-1,-3
COc1ccc(OCC(=O)OC2CCCN(C)C2)cc1 (centres undefined),-4,-9,-31,-1,2,-11,-3,4,0
Cc1ccc(NC(=S)NC(=O)c2ccccc2)cc1NC(=S)NC(=O)c1ccccc1,-29,-12,-14,-2,11,28,-85,1,-3
COc1ccc(N2CCN(c3cc(=O)n(Cc4ccc(F)cc4)c(=O)[nH]3)CC2)cc1,-2,-4,-9,3,2,2,2,0,-7
O=C(Nc1ccc(Cl)cc1)N1CCN(Cc2ccc3c(c2)OCO3)CC1,5,0,-18,-7,0,19,11,-5,0
CS(=O)(=O)Nc1ccc(C(=O)NCCSCc2c(F)cccc2Cl)cc1,1,-9,-11,7,-2,5,-14,1,-28
O=C(/C=C(/c1ccc(Cl)cc1)n1cncn1)c1ccccc1,-4,-3,-27,0,-2,-6,-1,2,0
CC(C)COc1ccc(/C(O)=C2/C(=O)C(=O)N(CCN(C)C)C2c2ccncc2)cc1 (centres undefined),-20,-10,-15,-2,0,15,-5,2,-5
Cc1ccc(S(=O)(=O)Nc2ccc(NC(=O)CN3CCCCC3)cc2)cc1,7,-12,-19[20 µM],7,1,-1,-12,-2,1
CO/N=C/c1c(-c2ccc(Cl)cc2)nc2cc(C)ccn12,-17,4,-18,-4,-4,-30,1,-1,-2
CCOC(=O)c1c(NC(=O)COc2cccc3c2CCN(C)C3=O)sc2c1CCC2,8,-5,-15,-7,-4,-67,1,0,-10
Cc1ccc2nc(Nc3ccccc3O)nc(-c3ccccc3)c2c1,-6,1,-15[20 µM],-5,-3,9,-2,2,-3
CCOC(=O)C1C(=O)NC(c2ccccc2)=NC1c1ccc(OC)cc1 (centres undefined),4,-10,-20,-3,0,-21,-4,4,1
CC1=Nc2ccccc2/C1=C/c1nc(-c2ccc(C)s2)oc1O,5,38,-8,1,-17,-4,12,1,-36
Cc1cc(C)nc(SCc2cc(=O)c(OC(=O)c3ccc(S(=O)(=O)N(C)C)cc3)co2)n1,-3,-2,-23,-6,-2,4,2,4,-2

# The closing 2 entries of the part above come first, to join the parts.
SMILES,TbHK1 inh,EBV gp42 inh,Furin inhibitor,RBBP9 inh,Runt-CBFb FRET,Calpain2 inh,p47phox inh,p97 ATPase inh,Runt-SMMHC FRET
CC1=Nc2ccccc2/C1=C/c1nc(-c2ccc(C)s2)oc1O,5,38,-8,1,-17,-4,12,1,-36
Cc1cc(C)nc(SCc2cc(=O)c(OC(=O)c3ccc(S(=O)(=O)N(C)C)cc3)co2)n1,-3,-2,-23,-6,-2,4,2,4,-2
CCc1ccc(S(=O)(=O)c2ccc(-n3nc(C)cc3N)cc2)cc1,1,-8,-33,-5,-1,-7,-3,5,0
Cc1cc2nc(C(F)(F)F)cc(-c3cccs3)n2n1,-13,-2,-17,-4,-2,-32,-13,1,-2
CC1(C)Cc2c(sc3ncnc(N)c23)CO1,1,-13,12[20 µM],11,0,-11,-11,7,3
CN1CCN(C(=O)C23CCC(C)(C(=O)C2Br)C3(C)C)CC1 (centres undefined),-4,-5,-10,-7,1,-27,-31,6,1
COc1cc(NC(=O)CSCC(=O)Nc2cc(OC)cc(OC)c2)cc(OC)c1,-1,-22,-10,-11,-2,9,-9,7,-2
Cc1ccccc1NCc1ccccc1O,2,15,-18,-6,4,-6,-3,-5,3
c1ccc(-n2ncc(-c3nn[nH]n3)n2)cc1,25,0,-3[20 µM],-2,-2,-10,1,4,-3
CN1C(=O)c2ccc(C(=O)NCc3ccccc3)cc2C1=O,-1,-1,-14[20 µM],-5,-1,-11,1,-6,2
CCOC(=O)c1c(C)[nH]c(C)c1C(=O)CSc1nc(N)cc(N)n1,-1,-18,-11,-2,0,19,-10,3,0
C=CCN1C2CCCC1CC(NC(=S)Nc1cccc(OC)c1)C2 (centres undefined),5,-2,-5,-3,0,-21,-8,5,-2
CC1=NN(C(=O)c2ccc(Cn3cc([N+](=O)[O-])cn3)cc2)C(O)(C(F)(F)F)C1 (centres undefined),2,-10,-8,0,-1,22,0,-7,5
CCOC(=O)Cc1csc(N/C(=N/S(=O)(=O)c2cc(Br)ccc2OCC)c2ccccc2)n1,-15,-18,-29,-6,-2,-30,-30,-5,-1
O=c1[nH]c(=O)n(Cc2ccco2)c2c1C(C(F)(F)F)(C(F)(F)F)N=C(C1CCCCC1)N2,5,-4,-21[20 µM],8,-2,-17,-3,5,-1
CC1CCN(S(=O)(=O)N2CCC(C(=O)N3CCC(N(C)CC4CCCO4)CC3)CC2)CC1 (centres undefined),3,-5,-19,-8,1,-21,-7,-4,-3
Cc1cccc(N(CC(=O)NCc2ccco2)C(=O)CCC(=O)Nc2nccs2)c1,4,-25,-26,0,-1,-16,0,2,3
Cc1ccc(CN(C(=O)Cc2cccs2)C(C(=O)NC2CCCC2)c2ccncc2)cc1 (centres undefined),-1,2,-14,-2,-2,2,-1,-1,-4
Cc1cccc(N2CCN(C(=S)Nc3ccc4nc(N5CCN(C)CC5)cc(C)c4c3)CC2C)c1 (centres undefined),-17,6,-15,-3,2,-27,19,0,-2
CN1CCc2c(sc3c2c(=O)n(-c2ccccc2)c2n[nH]c(=S)n32)C1,-5,-17,-11[20 µM],-5,18,-5,-8,-1,9
ONC=Nc1cccc2nonc12,-4,9,-16,-5,0,11,-60,11,-2
COC(=O)c1ccc(-n2cc(-c3ccc(OC)cc3)[nH]c2=S)cc1,-5,-7,-2,-11,15,21,6,-6,28
CCOc1ccc(/C=C(\C#N)C(=O)NCC2CCCO2)cc1OCC (centres undefined),-1,-52,7,4,0,-12,-1,2,-1
CC(C)(C)C(=O)/C=C1\NC(=O)CS1,-34,-20,-12,-2,0,11,-13,1,0
COc1cccc(CNC(=O)CCC2CCCN(Cc3ccc(OC(F)F)cc3)C2)c1 (centres undefined),-3,3,-23,-2,0,-10,-14,-1,-2
Cc1ccccc1CNC(=O)c1ccccc1C,-2,8,-18[20 µM],-1,0,4,4,-3,-1
CCOc1ccc(Nc2nc3ccccc3n3nnnc23)cc1,-3,6,-10,2,2,3,-10,3,0
Cc1ccc(C(=O)N2CCCC(CCC(=O)N3CCN(c4ccccn4)CC3)C2)s1 (centres undefined),-5,-9,-19,-6,1,-5,-3,2,3
O=C(COC(=O)c1ccccc1C(=O)N1CCN(c2ccccc2)CC1)Nc1ccc(F)cc1,-5,6,-6[20 µM],-3,-4,18,2,-7,-2
COc1ccc2[nH]c(=O)c(CN(CCO)C(=O)c3ccccc3F)cc2c1,-14,-8,-12[20 µM],-4,0,-41,-1,3,-3
COc1cc(C=O)ccc1Oc1cnccn1,2,1,-21,-3,0,14,3,0,2
Cc1ccc(C(=O)NC(NC(=O)c2ccc(C)cc2)C(Cl)Cl)cc1,1,-1,-6[20 µM],2,-2,23,-33,-5,40
C=COCCNC(=O)Nc1ccc(Cl)c(Cl)c1,-1,-14,-2[20 µM],0,-3,17,-5,5,-1
Cc1ccc(C(=O)C[n+]2cc(-c3ccccc3)n3c2CCCCC3)cc1,5&9,-4&2,1,-14&-1,2&0,24&-35,2&-3,-4&6,4&0
CCn1nnc(NC(=O)c2ccc([N+](=O)[O-])o2)n1,-19,-3,-16,-6,0,-19,0,2,1
